GAA inhib: qHTS Assay for Inhibitors of Human alpha-Glucosidase as a Potential Chaperone Treatment of Pompe Disease. Potency, µM (top dose mostly 76.9 µM), for the others: top-dose activity change, negative = inhibition, usual class: inhibitors. purified human GAA, 4-MU-alpha-glucoside fluorescence. hit rate 0.005% among 200,000. Lysosomal alpha-glucosidase (Homo sapiens), P10253. AID 1466, 2008;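 note: plate controls were uninhibited enzyme wells for no effect and no-enzyme background for full effect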
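Human alpha-glucosidase, 4 nM, pre-mixed with test compounds before 400 uM 4-methylumbelliferyl substrate; 20 min room temperature at pH 5.0. Fluorescence read after pH 10 stop; AC50 values from Hill-equation fits.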
aGlu spleen mod: qHTS Assay for Inhibitors and Activators of Human alpha-Glucosidase From Spleen Homogenate; human spleen homogenate, 4-MU-alpha-glucoside fluorescence; hit rate 0.006% among 240,000; Potency, µM (highest dose often 79.9 µM), without a hit: top-dose activity change, negative = inhibition, most hits filed as inhibitors;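 note: 0% = enzyme with vehicle and -100% = no enzyme basal signal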
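AC50 values come from Hill-equation fits of concentration-response data, normalized to no-enzyme and full-activity controls. Enzyme source: 1 ug human spleen homogenate; 1 mM fluorogenic 4-MU glucoside, pH 5.0 citrate buffer, 37 C, 40 min.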
RECQ1 inh: qHTS Assay for Inhibitors of RecQ-Like Dna Helicase 1 (RECQ1); ATP-dependent DNA helicase Q1 (Homo sapiens), P46063; RECQ1 DNA unwinding, red fluorescence kinetic read; Potency, µM (top dose mostly 57.3 µM), without a hit: at the highest dose activity, negative = inhibition, most hits filed as inhibitors; hit rate 0.54% among 240,000;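 note: plate controls were vehicle for no effect and no enzyme for full effect; nearly all actives have a fitted effect of over 30% in size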
Target sequence (P46063 whole entry, looked up): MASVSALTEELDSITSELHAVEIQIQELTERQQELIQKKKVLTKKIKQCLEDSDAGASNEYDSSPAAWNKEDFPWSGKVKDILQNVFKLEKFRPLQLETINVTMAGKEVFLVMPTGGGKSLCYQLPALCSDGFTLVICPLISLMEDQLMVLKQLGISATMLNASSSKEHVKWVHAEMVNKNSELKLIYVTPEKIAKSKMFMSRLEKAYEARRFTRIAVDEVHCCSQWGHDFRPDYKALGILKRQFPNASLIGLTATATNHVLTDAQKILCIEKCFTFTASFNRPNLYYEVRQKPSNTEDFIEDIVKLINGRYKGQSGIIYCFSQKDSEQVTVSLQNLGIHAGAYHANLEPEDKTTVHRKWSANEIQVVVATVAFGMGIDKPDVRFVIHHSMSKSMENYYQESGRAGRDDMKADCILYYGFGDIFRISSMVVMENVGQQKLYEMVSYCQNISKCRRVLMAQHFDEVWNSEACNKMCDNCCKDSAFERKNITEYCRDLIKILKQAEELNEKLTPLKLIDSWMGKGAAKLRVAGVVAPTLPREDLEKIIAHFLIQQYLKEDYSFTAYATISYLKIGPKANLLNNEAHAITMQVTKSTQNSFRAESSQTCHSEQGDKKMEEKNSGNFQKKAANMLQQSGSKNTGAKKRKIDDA
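RECQ1T1 50 nM; forked duplex (20 bp + 30-nt ss tails) 200 nM, ATP 2 mM final; pH 8.0, 2 mM MgCl2, 2.5 ug/ml poly(dI-dC); 15 min compound preincubation; discontinuous kinetic read over 2 h at RT.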
GAA glycogen: qHTS Assay for Inhibitors and Activators of Human alpha-Glucosidase Cleavage of Glycogen; Potency, µM (doses to about 76.4 µM), inactives show top-dose activity change, negative = inhibition, actives largely listed as inhibitors; recombinant GAA, glycogen substrate, Amplex Red glucose oxidase fluorescence; hit rate 0.38% among 300,000; Lysosomal alpha-glucosidase (Homo sapiens), P10253;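 note: 0% = full enzyme reaction and -100% = no-enzyme basal signal; the screen sought inhibitors and activators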
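Recombinant human alpha-glucosidase (4 nM final) hydrolysed bovine liver glycogen (30 ug) for 40 min at 37 C in pH 5.0 citrate/phosphate with 0.01% Tween-20. Released glucose detected by glucose oxidase/Amplex Red, Ex 573/Em 610 nm. Compounds up to 77 uM; AC50 from Hill fits.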
GoLoco inh red: qHTS Assay for Inhibitors of RGS12 GoLoco Motif Activity (Red Fluorophore). AID 880, 2007. Potency, µM (top dose mostly 61.6 µM), for inactives: top-dose activity, negative = inhibition, most hits filed as inhibitors. hit rate 0.44% among 230,000. Guanine nucleotide-binding protein G(i) subunit alpha-1 (Homo sapiens), P63096. Gai1:RGS12 GoLoco peptide FP, rhodamine, 10 min; active = well fitted inhibition curve with a large enough effect, not every such curve was filed as active; inactive = no such curve, though single readings can be large or run the other way; note: nearly all actives have a fitted effect of over 30% in size; many of its hits are not listed in these tables
Target sequence (P63096 whole entry, looked up): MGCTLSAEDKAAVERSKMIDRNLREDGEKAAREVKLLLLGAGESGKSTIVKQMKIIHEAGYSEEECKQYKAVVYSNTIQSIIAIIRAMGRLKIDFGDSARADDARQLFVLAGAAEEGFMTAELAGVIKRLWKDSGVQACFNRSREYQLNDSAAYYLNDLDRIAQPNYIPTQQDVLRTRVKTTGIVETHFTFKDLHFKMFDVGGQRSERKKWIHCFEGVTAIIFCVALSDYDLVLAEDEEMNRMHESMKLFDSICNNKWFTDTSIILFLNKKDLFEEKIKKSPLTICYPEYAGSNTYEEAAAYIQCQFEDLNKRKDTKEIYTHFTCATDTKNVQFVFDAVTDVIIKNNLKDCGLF
TRb SRC2 PPI: qHTS for Inhibitors of the Interaction of Thyroid Hormone Receptor and Steroid Receptor Coregulator 2; AID 1469, 2008; Thyroid hormone receptor beta (Homo sapiens), P10828; Potency, µM (titrated, usually from 106 µM), for the others: at the top dose activity change, negative = inhibition, actives largely listed as inhibitors; hit rate 0.065% among 280,000; TRbeta-SRC2 peptide binding, fluorescence polarization; receptor liganded with 1 µM T3;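 note: plate controls were bound peptide for no effect and peptide without receptor for full effect; nearly all actives have a fitted effect of over 50% in size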
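Polarization signal, normalized between peptide-alone and full complex controls, measured compound effects on T3-liganded human TRb LBD (0.6 uM) binding 20 nM Texas Red SRC2 peptide after 5 hr.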
L3MBTL1 block: qHTS Assay for the Inhibitors of L3MBTL1; Lethal(3)malignant brain tumor-like protein 1 (Homo sapiens), Q9Y468; AlphaScreen L3MBTL1–H3K9me1 peptide binding; Potency, µM (top dose mostly 57.1 µM), for the others: at the top dose activity, negative = inhibition, most hits filed as inhibitors; hit rate 0.66% among 230,000; note: nearly all actives have a fitted effect of over 60% in size
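L3MBTL1 50 nM + b-AHA-H3(1-15)K9me1 75 nM, 30 min RT; compound added, 30 min RT; streptavidin donor/Ni-chelate acceptor beads 10 ug/mL each final, 30 min RT dark; AlphaScreen read.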
TR SRC2 fluor cs: Total Fluorescence Counterscreen for Inhibitors of the Interaction of Thyroid Hormone Receptor and Steroid Receptor Coregulator 2; TRb/SRC2 Texas Red total fluorescence interference; Potency, µM (highest dose often 106 µM), for inactives: at the highest dose fluorescence change, negative = quenching; hit rate 0.29% among 280,000; active = well fitted curve in either direction with a large enough effect; inconclusive = small, poorly fitted or top-dose-only effect
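Flags fluorescent or light-absorbing compounds by total fluorescence, S + 2P, at 555 nm excitation and 632 nm emission. Mixture: 20 nM Texas Red SRC2 peptide, 0.6 uM human TRb LBD, 1 uM T3, 5% DMSO; compound exposure 5 h at ambient temperature.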
Numbers without * were called inactive; i = inactive; ? = inconclusive; . = no result given; & = joins results of further samples; [ ] = another dose, or the depositor's remark. Unless noted, calls come from the whole dose curve; as a rule, active = well fitted curve in the direction sought with a large enough effect; inconclusive = small, poorly fitted or top-dose-only effect, or another doubt; inactive = no such curve, though single readings can be large; an effect the other way counts as inactive or inconclusive. Unless noted, % is set by controls: 0 for no effect and ±100 for the full control effect; potency is the fitted concentration of half-maximal effect. Not all compounds are listed (hit frequency here may not be typical).

Sequence of screens – TR SRC2 fluor cs	RECQ1 inh	L3MBTL1 block	aGlu spleen mod	GoLoco inh red	TRb SRC2 PPI	GAA inhib	GAA glycogen
CCN(C(=O)c1ccccc1)c1ccc([N+](=O)[O-])cc1
  -3%	11%	-2%	-7%	3%	9%	-5%	10%
CCC(=O)Nc1sc2c(c1C#N)CCC2
  -2%	-13%	.	1%	16%	-8%	2%	8%
COc1ccc(/C(O)=C2/C(=O)C(=O)N(CCCN(C)C)C2c2cccc(Cl)c2)cc1OC (stereo not drawn)
  -6%	-2%	4%	-2%	4%	6%	-10%	13%
O=C(CN1CCCN(S(=O)(=O)c2ccc(Br)s2)CC1)Nc1ccc(Cl)cc1
  0%	-17%	.	-7%	-12%	4%	-16%	-4%
COc1cc(/C=N/NC(=O)c2cncc(Br)c2)cc([N+](=O)[O-])c1O
  -7%	6%	32µM*	-6%	7%	-6%	.	5%
CN=C(Nc1cc(C)nn1CCC#N)c1ccccc1F
  -2%	-6%	-2%	-2%	1%	-4%	6%	-5%
Cc1nc2scc(-c3cccs3)c2c(=O)n1-n1cccc1
  -4%	-6%	5%	-6%	10%	-4%	-7%	-2%
O=S(=O)(c1ccc2nc(-c3ccccc3)[nH]c2c1)N1CCN(c2cccc(Cl)c2)CC1
  -7%	-4%	9%	-3%	7%	-1%	-5%	0%
COc1cc(OC)c2c(c1)C(=O)c1cc(OC)cc(OC)c1C2=O
  1%	i	-3%	-5%	7%	-4%	-2%	7%
Cc1cccc2cc(CN(Cc3ccco3)C(c3nnnn3CCc3ccccc3)C(C)C)c(=O)[nH]c12 (stereo not drawn)
  1%	-7%	-12%	-5%	1%	-1%	-12%	-7%
COc1cccc(NC2C=CS(=O)(=O)C2)c1 (stereo not drawn)
  1%	4%	-7%	-12%	-7%	-7%	-10%	-2%
COc1ccc(CNC(=O)Cn2cc(C(F)(F)F)ccc2=O)cc1
  -7%	-10%	-3%	-3%	.	4%	0%	5%
COC(=O)c1cn(NC(=O)Cn2nc([N+](=O)[O-])c(Br)c2C)c(=O)c2ccccc12
  -1%	i	9%	-2%	9%	0%	0%	-2%
Cc1ccc(C)c(NC(=O)CSc2ncnc3nc[nH]c23)c1
  -1%	-2%	-2%	-6%	-39%	0%	2%	-4%
CCC1(C(=O)OC)NC(c2ccco2)C2C(=O)N(c3ccc(F)cc3)C(=O)C21 (stereo not drawn)
  -1%	-7%	-6%	1%	0%	-3%	5%	-10%
Clc1ccc(-c2nc3ccccc3[nH]2)cn1
  4%	i	6%	2%	8%	9%	-4%	0%
O=C(Cn1ncn2c(cc3ccccc32)c1=O)NCc1ccco1
  -3%	12%	?	-2%	32%[activator]	-5%	5%	0%
Cc1cc(C)n(-c2nc3nonc3nc2Nc2cccc(C)c2C)n1
  -5%	-9%	3%	-2%	-5%	4%	-4%	4%
Cc1nc2sccn2c(=O)c1CCN1CCC(=C(c2ccc(F)cc2)c2ccc(F)cc2)CC1
  0%&-2%&1%	-13%&-24%	-12%	4%&3%&4%	9%&3%&-7%	2%&0%&3%	-17%[15.4 µM]	3%
CCN(CC)S(=O)(=O)c1ccc(OC)c(N)c1
  -2%	0%	.	4%	-4%	-10%	0%	6%
Cc1oc(CSCC2CCCO2)cc1C(=O)O (stereo not drawn)
  -1%	i	.	-3%	9%	-3%	-7%	3%
Nc1nnc(SCCOc2cccc(Br)c2)s1
  -1%	5%	-2%	4%	9%	1%	0%	-6%
CCOC(=O)c1c(-c2ccccc2)oc2ccc(OC(C)=O)cc12
  1%	-9%	21%	-20%	3%	-2%	-8%	-1%
COc1ccc(-c2nn(C)c(=O)c3ccccc23)cc1NS(C)(=O)=O
  0%	-5%	1%	7%	.	-6%	-1%	20%
CSc1nc(-c2ccccc2)cc(C(F)(F)F)c1C#N
  2%	-3%	42%[activator]	2%	-15%	1%	-7%	9%
CCOC(=O)C1=C(C)N(C)C(=O)NC1c1c(C)nn(-c2ccccc2)c1C (stereo not drawn)
  -1%	-3%	.	0%	-14%	6%	-6%	1%
CC(=O)Nc1ccc(NC(=O)c2cccc(C(=O)OC(C)C)n2)cc1
  0%	-11%	6%	-3%	-3%	-1%	0%	0%
CN(Cc1ccc(O)cc1)C1CCCCC1
  -2%	i	5%	-1%	-1%	-3%	-2%	10%
Cc1ccc(OCc2nnc(SCC(=O)NCc3ccccc3)n2C)cc1
  -1%	0%	.	0%	4%	-9%	10%	2%
Cc1cc2nccc(-c3ccncc3)n2n1
  -2%	-4%	.	1%	0%	2%	-6%	4%
Cc1ccc(S(=O)(=O)N2c3cc(C)ccc3OCC2C(C)(C)C)cc1 (stereo not drawn)
  1%	-13%	10%	-11%	-3%	8%	12%	-12%
CCc1ccccc1NC(=O)NC1CC2CCC(C1)N2Cc1ccco1 (stereo not drawn)
  1%	-3%	-4%	-2%	7%	0%	6%	11%
Cn1c(C(=O)c2ccccc2[N+](=O)[O-])nc2ccccc21
  0%	i	-23%	-3%	28%	8%	-2%	7%
CCCCN(C)C(=S)Nc1ccsc1C(=O)OC
  -1%	-3%	.	-1%	-6%	-6%	-4%	-9%
CN(CC(=O)Nc1cccc(S(=O)(=O)NC2=NCCCCC2)c1)Cc1ccc(C(C)(C)C)cc1
  -1%	i	-10%	-1%	5%	9%	-7%	-1%
CN(C)CCNC(=O)C(=O)NCC1OCCN1S(=O)(=O)c1ccc([N+](=O)[O-])cc1 (stereo not drawn)
  -4%	10%	6%	1%	-5%	3%	-6%	3%
O=C(Nc1nc(-c2ccccc2)cs1)c1cccs1
  -6%	i	19%	1%	.	1%	-5%	2%
CCC(C)NC(=O)CN(c1ccc(Cl)c(Cl)c1)S(C)(=O)=O (stereo not drawn)
  3%	16%	8%	2%	-2%	2%	.	6%
CCOC(=O)c1c(NC(=O)c2ccn(CC)n2)sc2c1CCCC2
  -1%	-4%	0%	-9%	20%	0%	0%	-12%
CCCCCC/C=C/c1ccc(C2C3C=CCC(C)C3C(=O)N2Cc2ccccc2)c(F)c1 (stereo not drawn)
  1%	1%	.	-2%	.	3%	.	.
CN1CCC/C1=C/C=C1\SC(=S)NC1=O
  2%	-7%	-18%	-14%	31%[activator]	-10%	?	?
COc1ccc(S(=O)(=O)n2nc(OC(=O)c3ccccc3)cc2N)cc1
  1%	-1%	-2%	4%	8%	-22%	2%	-4%
CC(C)Oc1ccc2c(c1)OC(c1ccccc1)(C(F)(F)F)NC2=O (stereo not drawn)
  4%	-4%	3%	-3%	0%	3%	2%	-5%
CCN(CC)CC(C)OC(=O)c1cc(OC)c(OC)c(OC)c1 (stereo not drawn)
  -1%	-8%	.	-5%	12%	-18%	-3%	6%
N/C(=N\c1nc2ccccc2o1)NC(=O)/C=C/c1ccccc1
  -4%	-7%	0%	-10%	4%	-3%	.	1%
COc1cc(OC)cc(C(=O)N2CCN=C2SCc2cccnc2)c1
  -1%	-14%	.	-11%	-8%	-15%	0%	-14%
O=C(COC(=O)c1ccccc1O)Nc1cccnc1Cl
  -1%	i	5%	-2%	5%	-1%	0%	-8%
Cc1cccc(N2Cc3ccccc3C2=NC(=O)c2ccc(Cl)nc2)c1
  1%	0%	8%	-12%	44%[activator]	-2%	4%	-3%
CCC(C)(C)n1nnnc1C(c1ccncc1)N1CCC(C)CC1 (stereo not drawn)
  0%	-4%	20%	-5%	-10%	-6%	3%	-2%
COc1cccc(C(=O)NN2CC(O)=C(c3nc4ccccc4s3)C2=N)c1
  2%	i	3%[11.4 µM]	6%	9%	8%	-9%	5%
Cc1ccc(/C=C\c2nccc3c2[nH]c2ccccc23)cc1
  -2%	i	42%[activator]	20%	17%	1%	?	-10%
COc1ccc(C(=O)NC2CCN(C(=S)Nc3ccc(C)cc3)CC2)cc1
  1%	i	3%	6%	-4%	0%	-3%	-5%

Compound profiles, as listed above. Values in the order: TR SRC2 fluor cs, RECQ1 inh, L3MBTL1 block, aGlu spleen mod, GoLoco inh red, TRb SRC2 PPI, GAA inhib, GAA glycogen
`CC(C)Oc1ccc2c(c1)OC(c1ccccc1)(C(F)(F)F)NC2=O` (stereo not drawn) across the screens: 4%, -4%, 3%, -3%, 0%, 3%, 2%, -5%
`COc1ccc(S(=O)(=O)n2nc(OC(=O)c3ccccc3)cc2N)cc1` across the screens: 1%, -1%, -2%, 4%, 8%, -22%, 2%, -4%
`Cc1cccc(N2Cc3ccccc3C2=NC(=O)c2ccc(Cl)nc2)c1` across the screens: 1%, 0%, 8%, -12%, 44%[activator], -2%, 4%, -3%
`COc1ccc(C(=O)NC2CCN(C(=S)Nc3ccc(C)cc3)CC2)cc1` across the screens: 1%, i, 3%, 6%, -4%, 0%, -3%, -5%
